Compound activity: PubChem, several laboratories
TROY signal inh: inhibitors of TROY-driven NF-kB signaling, primary screen, Q293 LMP1-TROYcd cells, NF-kB luciferase, uHTS. Q293 LMP1-TROYcd NF-kB luciferase reporter, 4 h. inhibition, % at 10 µM. actives 0.98% (n = 360,000). AID 1347056, 2019;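 active = compounds whose plate-normalised and pattern-corrected inhibition of the luciferase reporter signal at the single screening dose is 50% or more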
COUP-TFII inh: NR2F2 transcriptional activity inhibitors, primary screen, cell-based, luciferase reporter, HEK293T, luminescence. HEK293T NGFI-A luciferase reporter. inhibition, % at 8.6 µM. COUP transcription factor 2 (Homo sapiens), P24468. actives 0.7% (n = 370,000);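 active = inhibition above a per-plate cutoff, mean inhibition of test wells between control levels plus 3 SD, cut at about 38% in these data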;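 note: cells cotransfected with COUP-TFII expression vector driving the NGFI-A reporter; 0% = median of COUP-TF2 test wells and 100% = reporter-only cells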
Target sequence (P24468 whole entry, looked up): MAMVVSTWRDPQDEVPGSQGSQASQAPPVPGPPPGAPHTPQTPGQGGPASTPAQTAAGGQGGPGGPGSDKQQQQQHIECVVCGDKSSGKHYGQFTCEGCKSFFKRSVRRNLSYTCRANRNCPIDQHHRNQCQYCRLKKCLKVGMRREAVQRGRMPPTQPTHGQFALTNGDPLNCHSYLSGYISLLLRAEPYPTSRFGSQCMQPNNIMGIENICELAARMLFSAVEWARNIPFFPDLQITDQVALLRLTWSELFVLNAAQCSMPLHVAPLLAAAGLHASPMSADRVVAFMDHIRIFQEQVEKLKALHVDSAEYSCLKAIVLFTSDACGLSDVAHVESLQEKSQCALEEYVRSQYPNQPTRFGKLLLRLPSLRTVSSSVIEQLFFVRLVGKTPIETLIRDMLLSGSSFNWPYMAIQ
SRC3 inh: SRC3 coactivator transcriptional activity inhibitors, primary screen, cell-based, luminescence | Nuclear receptor coactivator 3 (Homo sapiens), Q9Y6Q9 | inhibition, % at 3.6 µM | AID 588352, 2011 | actives 0.17% (n = 360,000) | HEK293 GAL4-SRC3 luciferase reporter;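 active = inhibition above a per-campaign cutoff, the mean of all compounds plus 3 SD, cut at about 60% in these data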;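 note: 0% = DMSO-treated cells and 100% = gossypol-treated cells at 36 µM; higher means less SRC3-driven luciferase light from the GAL4 reporter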
LMP1 NFkB inh: EBV LMP1-driven NF-kappaB luciferase reporter inhibitors, primary screen, cell-based, luminescence, single point. actives 0.69% (n = 350,000). inhibition, % at 12.5 µM. LMP1-induced NF-kappaB luciferase reporter cells; in the data active = inhibition above about 41%;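 note: 0% = neutral control wells and 100% = reference inhibitor control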
Vif inh: HIV Vif self-association inhibitors, primary screen, imaging, HEK293T, single point. HEK293T cells, Vif self-association by quenched fluorescence, 24 h. actives 0.35% (n = 340,000). inhibition, % at 7.49 µM; in the data active = inhibition above about 50%, passing the limit was not always enough; note: some results filed as inactive read as strong as hits
SRC2 inh: inhibition of GAL4-SRC2 driven luciferase reporter, primary screen, SRC2 inhibitor project, cell-based, luminescence. HEK293 GAL4-SRC2 luciferase reporter. actives 0.17% (n = 370,000). Nuclear receptor coactivator 2 (Homo sapiens), Q15596. inhibition, % at 9 µM;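 active = inhibition above the mean inhibition of all tested compounds plus 3 SD, set per campaign, cut at about 52% in these data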;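 note: 0% = DMSO treated cells and 100% = cells given Gossypol at 36 µM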
NOD2 RIPK2 PPI: NOD2-RIPK2 binding disruptors in cells, primary screen, fluorescence, CHO cells, BLA complementation; CCF4 ratio; inhibition, % at 4.98 µM; actives 0.38% (n = 360,000); AID 624267, 2012; in the data active = inhibition above about 21%;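 note: 0% = vehicle only and 100% = reference blocker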
Target sequence (O43353 whole entry, looked up): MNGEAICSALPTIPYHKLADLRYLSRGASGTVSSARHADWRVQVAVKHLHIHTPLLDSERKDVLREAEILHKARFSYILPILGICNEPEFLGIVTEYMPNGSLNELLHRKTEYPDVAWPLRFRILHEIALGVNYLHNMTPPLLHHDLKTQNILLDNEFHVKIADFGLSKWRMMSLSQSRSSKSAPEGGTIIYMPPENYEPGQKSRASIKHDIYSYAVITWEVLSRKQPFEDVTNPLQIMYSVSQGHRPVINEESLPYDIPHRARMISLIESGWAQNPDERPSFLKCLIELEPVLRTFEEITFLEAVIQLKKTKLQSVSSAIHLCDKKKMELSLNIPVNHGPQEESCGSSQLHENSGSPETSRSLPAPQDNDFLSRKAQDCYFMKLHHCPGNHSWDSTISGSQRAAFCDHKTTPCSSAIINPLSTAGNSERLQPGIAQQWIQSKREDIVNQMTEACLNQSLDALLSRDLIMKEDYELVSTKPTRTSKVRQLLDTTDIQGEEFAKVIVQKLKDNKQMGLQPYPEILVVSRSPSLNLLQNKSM
TLR9-MyD88 block: inhibitors of TLR9-MyD88 association in cells, primary screen, cell-based, CHO, BLA complementation, fluorescence | CCF4 FRET ratio | Toll-like receptor 9 (Homo sapiens) + Myeloid differentiation primary response protein … | actives 0.21% (n = 340,000) | inhibition, % at 4.98 µM | AID 504734, 2011;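 active = inhibition above the mean over all tested compounds plus 3 SD, cut at about 21% in these data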;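 note: 0% = DMSO only wells and 100% = clavulanate BLA inhibitor control wells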
TRAIL sens C8: viability loss with TRAIL in NB7+C8 cells, primary screen, TRAIL sensitizer project, cell-based, ATPlite luminescence; inhibition (viability loss, TRAIL sensitization), % at 10 µM; AID 624354, 2012; actives 1% (n = 360,000);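 active = compounds causing at least 50% loss of cell viability in the single-dose screen, relative to plate controls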
NCOA1 inh: SRC1 coactivator transcriptional activity inhibitors, primary screen, cell-based, luminescence; inhibition, % at 3.6 µM; HEK293 GAL4-SRC1 luciferase reporter; actives 0.12% (n = 360,000);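 active = inhibition above the campaign mean plus 3 SD, with each screening campaign given its own cutoff, cut at about 60% in these data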;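 note: 0% = DMSO treated cells and 100% = gossypol at 36 µM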
NR5A2 inv ag: LRH-1 (NR5A2) inverse agonists, primary screen, cell-based, luminescence, HEK293T, StAR-luciferase reporter; Nuclear receptor subfamily 5 group A member 2 (Homo sapiens), O00482; LRH-1 transfected, 24 h; inhibition, % at 3.6 µM; actives 0.13% (n = 360,000);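 active = inhibition above the mean inhibition of all tested compounds plus 3 SD, cut at about 73% in these data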;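 note: 0% = DMSO wells and 100% = reporter-only cells lacking LRH-1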
* marks the source's active call; other numbers are inactive results; · = not tested or not shown. This is a subset (hit frequency here may not be typical).

SMILES	TROY signal inh	COUP-TFII inh	SRC3 inh	LMP1 NFkB inh	Vif inh	SRC2 inh	NOD2 RIPK2 PPI	TLR9-MyD88 block	TRAIL sens C8	NCOA1 inh	NR5A2 inv ag
Cc1cccc(C)c1NC(=O)C1CSC2(C)CCC(=O)N12 (stereo not drawn)	-23	-20	-5	-8	·	-12	-7	-7	-7	12	-23
COc1cccc(CC2(CO)CCN(S(=O)(=O)c3ccc(OC)cc3OC)CC2)c1	-2	23	-11	-6	-1	1	-2	-14	-1	14	10
Cc1ccc(C)c2sc(NC(=O)CN3C(=O)CCC3=O)nc12	5	15	9	-12	5	-15	-9	-3	-3	-10	4
Cn1c(SCC(=O)NNC(=O)c2ccccc2)nnc1C(F)(F)F	-10	-5	-3	4	-2	-13	-5	-13	2	-20	-11
Cc1cc(C)cc(-n2nnc(C(=O)NCc3ccc(Cl)cc3)c2N)c1	-3	19	-10	-4	·	-24	-8	-7	3	-6	28
COc1ccc(NC(=O)N(C)C[C@H]2Oc3ccc(NC(=O)Nc4c(C)noc4C)cc3C(=O)N([C@H](C)CO)C[C@@H]2C)cc1	-4	9	0	-6	-3	-11	-6	0	-3	13	-4
Cc1ccccc1OC1=NS(=O)(=O)c2ccccc21	-12	0	5	-2	-8	-10	10	6	-6	-27	11
COc1nc(N(C)C)nc(-n2nnc(C(C)=O)c2C)n1	-1	-15	7	-1	·	0	-3	0	-8	-13	-28
COCCn1c(SCC(=O)Nc2ccc(C)cc2C)nc2c(oc3ccccc32)c1=O	17	8	-3	-7	-1	16	5	-5	-3	-19	9
CCc1nc(SCC(=O)Nc2cccc(C(F)(F)F)c2)c2c(=O)n(C)c(=O)n(C)c2n1	22	1	-8	19	12	7	11	5	0	-4	3
Cc1nc2nc(C)c(CCC(=O)NC3CCCCC3)c(C)n2n1	-11	-5	14	7	0	-1	-2	-8	-6	-11	-2
O=C1Nc2ccccc2C(=O)C1(Cl)Cc1ccccc1 (stereo not drawn)	-6	10	-8	-11	5	6	-8	5	2	10	21
CC(C)C(NS(=O)(=O)c1ccc2c(c1)oc(=O)n2C)C(=O)N1CCN(c2ccccc2F)CC1 (stereo not drawn)	15	-31	0	-3	2	-13	-5	4	4	-11	0
Cc1ccc(Cc2c(-c3cccc(Br)c3)nc3c(C)cc(Br)cn23)cc1	13	0	·	·	·	-11	-1	·	-6	·	-21
CCOc1ccc(-n2c(-c3ccccc3)c[nH]c2=S)cc1	-31	11	1	-5	8	-29	-4	-5	9	-21	7
O=C(O)CCn1c(-c2ccccn2)nc2ccccc21	-2	-8	-25	-1	4	2	-7	-10	3	-7	-11
C=CC[C@H](CC(=O)N[C@H](CO)Cc1ccccc1)C(=O)N[C@H](COC(=O)[C@H](CC=C)CC(=O)OC(C)(C)C)Cc1c[nH]c2ccccc12	20	13	4	-8	-4	5	12	-6	24	-12	16
O=c1[nH]n2cc(-n3cc([N+](=O)[O-])cn3)cnc2c1Br	-4	-7	3	-13	1	3	-16	4	0	-6	7
Cn1ncc(Cl)c1C(=O)N1CCCc2ccccc21	-1	-5	-42	2	4	7	-5	-12	-10	2	18
CCCCc1c(C)nc2ccc(C(=O)OCC)cc2c1Cl	-36	-7	12	2	4	-12	-6	10	0	6	-30
Cc1nonc1NC(=O)CSc1nc2cc(Cl)ccc2c2c1CCCC2	-11	·	11	8	16	·	-1	12	8	6	18
O=C(CC(=O)c1cccc([N+](=O)[O-])c1)Nc1ccccc1Cl	15	4	5	-2	3	9	-2	1	0	-70	8
CCc1nc(-c2ccc(OC)c(OC)c2)cc2cc(OC)c(OC)cc12	0	11	-12	7	·	-19	-14	2	-4	-37	8
O=C(Nc1ccc(C(=O)O)cc1)/C(=C\C=C\c1ccccc1)NC(=O)c1ccccc1Br	-35	-3	-19	-13	·	-28	-14	-9	50*	-29	-65
Cc1cc(Cl)n2nc(C)c(-c3ccc(Cl)cc3)c2n1	-10	-18	-4	0	7	-13	16	6	41	-13	9
COc1ccc(C2=NS(=O)(=O)N(C)C(C(=O)Nc3ccc(C)cc3)=C2)cc1	-18	2	-11	-15	·	-6	7	-5	4	-7	-2
COc1ccccc1C(=O)N1CCN(Cc2c[nH]c3ccccc23)CC1	-5	19	-6	4	-3	-40	11	-3	-6	-6	13
O=C(c1ccco1)N1CCN(C/C=C/c2ccccc2)CC1	4	16	13	3	-5	20	2	0	-4	-14	21
CCN(CC)C(=S)Nc1ccc(OC(F)F)cc1	-8	-25	-6	0	-1	-13	11	-2	-43	0	-13
O=C(CN(Cc1ccco1)Cc1ccco1)Nc1cc(S(=O)(=O)N2CCCCC2)ccc1Cl	28	18	3	19	-5	3	-12	-4	18	-3	-2
COC(=O)C1=C(C)NC(=S)NC1c1ccc(-c2cccc(Cl)c2)o1 (stereo not drawn)	-8	8	15	-2	22	-6	4	-9	-4	3	-2
O=C1c2cnc3ncnn3c2CC2c3ccccc3CCN12 (stereo not drawn)	-3	-11	-10	-3	9	14	-1	2	0	-19	-5
COc1ccc2[nH]c3c(N4CCc5ccccc5C4)ncnc3c2c1	69*	20	1	18	-25	-48	6	7	43	-55	-15
CC1(C)Cc2c(sc(NC(=O)COc3ccc(Cl)cc3Cl)c2C(N)=O)C(C)(C)N1	-11	-25	-9	-11	8	0	-2	-2	23	-1	6
COc1ccc(C(=O)C2CCN(C(=S)NCCc3ccccc3)CC2)cc1	-3	-5	4	-14	-4	-16	-10	-4	-7	9	4
COc1ccc(NC(=O)CSc2nc(=O)n(CCN(C)C)c3c2CCCC3)cc1	13	-1	14	5	-3	-19	5	7	-14	-11	8
N#Cc1cn(CC(=O)NCCc2c[nH]c3ccccc23)c2ccccc12	2	13	12	1	-3	-5	3	-6	-12	-4	7
COc1cc2c(C(=O)NCc3ccccn3)cn(CC(C)C)c(=O)c2cc1OC	5	-2	-4	-6	8	2	-8	8	-10	-10	-4
O=Cc1c(-c2ccccc2)cc2oc3ccccc3cc1-2	7	·	-92	-44	-3	·	2	-9	51*	-91	-65
Clc1ccccc1-c1nc(N/N=C/c2cccnc2)c2ccccc2n1	-1	10	-13	2	-1	4	-7	3	7	-6	49
O=C(O/N=C/C1=C(Cl)c2ccccc2CC1)c1ccc(F)cc1	8	14	15	2	0	10	-9	1	0	8	8
COc1ccccc1NS(=O)(=O)c1cc(C(=O)N2CCCC2)ccc1C	-3	-13	7	-4	-3	-73	-1	-7	-7	-14	3
COC(=O)COc1ccc(S(=O)(=O)NC2CCCCCC2)cc1	0	10	4	-3	·	11	-12	-15	-11	-31	6
COc1ccc(C)cc1NC(=O)CCS(=O)(=O)c1cc2c(cc1Cl)NC(=O)CO2	-6	-2	-5	-4	7	-20	-21	-1	11	17	-8
Cc1cccnc1NC(=O)CN1C(=O)NC(C)(c2ccc3ccccc3c2)C1=O (stereo not drawn)	-1	-6	1	-6	3	9	-10	-1	-12	-9	15
Cc1cc(N2C(=O)NC(=O)CC2C)c(C)cc1C(C)C (stereo not drawn)	11	4	11	-4	2	-26	-1	0	-7	-14	21
NNC(=O)Cn1c(SCc2ccccc2)nc2ccccc21	-9	11	-1	12	·	-20	-11	-10	4	-9	8
Fc1ccc(CSc2nnc(-c3ccccn3)o2)cc1	-34	-45	-105	-13	-1	-63	5	7	26	-98	-104
COc1ccc(Cc2nnc(NC(=O)Cn3cnc4c3c(=O)n(C)c(=O)n4C)s2)cc1OC	-2	-6	9	-5	2	8	-12	-7	-6	7	-7
COc1ccc(CNC(=O)Nc2ccc(OC)cc2)cc1	-18	-24	-6	-6	8	-2	2	-9	-7	-11	-1
O=C(Cc1cccs1)NNC(=S)NCc1ccco1	2	9	-12	-1	5	-40	8	-2	-3	-10	8
CC(C)CC(=O)N1CCN(Cc2ccc3c(c2)OCO3)CC1	-4	9	16	-3	-4	2	-8	-11	5	-6	16

Structural class: the compounds so far with an aryl methoxy group
SMILES	TROY signal inh	COUP-TFII inh	SRC3 inh	LMP1 NFkB inh	Vif inh	SRC2 inh	NOD2 RIPK2 PPI	TLR9-MyD88 block	TRAIL sens C8	NCOA1 inh	NR5A2 inv ag
COc1cccc(CC2(CO)CCN(S(=O)(=O)c3ccc(OC)cc3OC)CC2)c1	-2	23	-11	-6	-1	1	-2	-14	-1	14	10
COc1ccc(NC(=O)N(C)C[C@H]2Oc3ccc(NC(=O)Nc4c(C)noc4C)cc3C(=O)N([C@H](C)CO)C[C@@H]2C)cc1	-4	9	0	-6	-3	-11	-6	0	-3	13	-4
COc1nc(N(C)C)nc(-n2nnc(C(C)=O)c2C)n1	-1	-15	7	-1	·	0	-3	0	-8	-13	-28
CCc1nc(-c2ccc(OC)c(OC)c2)cc2cc(OC)c(OC)cc12	0	11	-12	7	·	-19	-14	2	-4	-37	8
COc1ccc(C2=NS(=O)(=O)N(C)C(C(=O)Nc3ccc(C)cc3)=C2)cc1	-18	2	-11	-15	·	-6	7	-5	4	-7	-2
COc1ccccc1C(=O)N1CCN(Cc2c[nH]c3ccccc23)CC1	-5	19	-6	4	-3	-40	11	-3	-6	-6	13
COc1ccc2[nH]c3c(N4CCc5ccccc5C4)ncnc3c2c1	69*	20	1	18	-25	-48	6	7	43	-55	-15
COc1ccc(C(=O)C2CCN(C(=S)NCCc3ccccc3)CC2)cc1	-3	-5	4	-14	-4	-16	-10	-4	-7	9	4
COc1ccc(NC(=O)CSc2nc(=O)n(CCN(C)C)c3c2CCCC3)cc1	13	-1	14	5	-3	-19	5	7	-14	-11	8
COc1cc2c(C(=O)NCc3ccccn3)cn(CC(C)C)c(=O)c2cc1OC	5	-2	-4	-6	8	2	-8	8	-10	-10	-4
COc1ccccc1NS(=O)(=O)c1cc(C(=O)N2CCCC2)ccc1C	-3	-13	7	-4	-3	-73	-1	-7	-7	-14	3
COc1ccc(C)cc1NC(=O)CCS(=O)(=O)c1cc2c(cc1Cl)NC(=O)CO2	-6	-2	-5	-4	7	-20	-21	-1	11	17	-8
COc1ccc(Cc2nnc(NC(=O)Cn3cnc4c3c(=O)n(C)c(=O)n4C)s2)cc1OC	-2	-6	9	-5	2	8	-12	-7	-6	7	-7
COc1ccc(CNC(=O)Nc2ccc(OC)cc2)cc1	-18	-24	-6	-6	8	-2	2	-9	-7	-11	-1
